# Source: PubChem (several laboratories)
# CatB block – human cathepsin B inhibitors, primary screen, biochemical, fluorogenic substrate; P07858; purified cathepsin B, fluorescence; inhibition, %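 (tested at 10 µM)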; actives 0.1% (n = 63,000); AID 453, 2006; in the data active = inhibition above about 21%;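 note: 0% = enzyme with no compound and 100% = no enzyme blank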
# AP complement – alternative complement pathway inhibitors, primary screen, biochemical, ELISA, human serum, orthogonally pooled compounds. LPS-coated ELISA, C3 deposition; tested in compound mixtures. inhibition, % at 5 µM. actives 0.08% (n = 62,000);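 active = inhibition above 30% in each of the two pooled mixtures holding the compound, so the lower value exceeds 30%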;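 note: 0% = serum in Mg-EGTA without compound and 100% = EDTA serum blank; some compounds past the cut are filed as inactive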
#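 Test system: human serum alternative complement pathway, C3 deposition on LPS-coated wells; also added: Plate-bound LPS; doses: 5 µM per compound in ten-compound mixtures; schedule: 1 h at 37 °C; detection: Anti-C3 ELISA, OD 450 nm; evaluation: percent inhibition of C3 deposition onto LPS; repeats: two pool placements per compound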
# CatB mixtures – cathepsin B inhibitors from pooled compounds, primary screen, biochemical, compound mixtures, AMC fluorescence. P07858. Purified cathepsin B, AMC dipeptide fluorescence. inhibition, %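 (ten-compound pools at 5 µM per compound and 50 µM total)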. actives 0.06% (n = 62,000). AID 488, 2006; in the data active = inhibition above about 22%, passing the limit was not always enough;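 note: 0% = enzyme without compound and 100% = no enzyme blank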
# CatS block – inhibitors of human cathepsin S, biochemical, compound mixtures. recombinant cathepsin S, AMC dipeptide fluorescence, pooled mixtures. inhibition, %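 (tested at 5 µM per compound within 10-compound mixtures)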. actives 0.06% (n = 62,000); in the data active = inhibition above about 32%, passing the limit was not always enough;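 note: 0% = enzyme without compound and 100% = blank without enzyme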
# E coli RNAP – E. coli RNAP inhibitors, biochemical; DNA-directed RNA polymerase subunit beta (Escherichia coli (strain K12)), P0A8V2; E. coli RNA polymerase, fluorescence transcription assay; inhibition, %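 (tested at 10 µM)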; actives 0.2% (n = 62,000); AID 559, 2006; in the data active = inhibition above about 20%;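 note: 0% = enzyme without compound and 100% = no enzyme blank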
# Target sequence (P0A8V2 whole entry, looked up): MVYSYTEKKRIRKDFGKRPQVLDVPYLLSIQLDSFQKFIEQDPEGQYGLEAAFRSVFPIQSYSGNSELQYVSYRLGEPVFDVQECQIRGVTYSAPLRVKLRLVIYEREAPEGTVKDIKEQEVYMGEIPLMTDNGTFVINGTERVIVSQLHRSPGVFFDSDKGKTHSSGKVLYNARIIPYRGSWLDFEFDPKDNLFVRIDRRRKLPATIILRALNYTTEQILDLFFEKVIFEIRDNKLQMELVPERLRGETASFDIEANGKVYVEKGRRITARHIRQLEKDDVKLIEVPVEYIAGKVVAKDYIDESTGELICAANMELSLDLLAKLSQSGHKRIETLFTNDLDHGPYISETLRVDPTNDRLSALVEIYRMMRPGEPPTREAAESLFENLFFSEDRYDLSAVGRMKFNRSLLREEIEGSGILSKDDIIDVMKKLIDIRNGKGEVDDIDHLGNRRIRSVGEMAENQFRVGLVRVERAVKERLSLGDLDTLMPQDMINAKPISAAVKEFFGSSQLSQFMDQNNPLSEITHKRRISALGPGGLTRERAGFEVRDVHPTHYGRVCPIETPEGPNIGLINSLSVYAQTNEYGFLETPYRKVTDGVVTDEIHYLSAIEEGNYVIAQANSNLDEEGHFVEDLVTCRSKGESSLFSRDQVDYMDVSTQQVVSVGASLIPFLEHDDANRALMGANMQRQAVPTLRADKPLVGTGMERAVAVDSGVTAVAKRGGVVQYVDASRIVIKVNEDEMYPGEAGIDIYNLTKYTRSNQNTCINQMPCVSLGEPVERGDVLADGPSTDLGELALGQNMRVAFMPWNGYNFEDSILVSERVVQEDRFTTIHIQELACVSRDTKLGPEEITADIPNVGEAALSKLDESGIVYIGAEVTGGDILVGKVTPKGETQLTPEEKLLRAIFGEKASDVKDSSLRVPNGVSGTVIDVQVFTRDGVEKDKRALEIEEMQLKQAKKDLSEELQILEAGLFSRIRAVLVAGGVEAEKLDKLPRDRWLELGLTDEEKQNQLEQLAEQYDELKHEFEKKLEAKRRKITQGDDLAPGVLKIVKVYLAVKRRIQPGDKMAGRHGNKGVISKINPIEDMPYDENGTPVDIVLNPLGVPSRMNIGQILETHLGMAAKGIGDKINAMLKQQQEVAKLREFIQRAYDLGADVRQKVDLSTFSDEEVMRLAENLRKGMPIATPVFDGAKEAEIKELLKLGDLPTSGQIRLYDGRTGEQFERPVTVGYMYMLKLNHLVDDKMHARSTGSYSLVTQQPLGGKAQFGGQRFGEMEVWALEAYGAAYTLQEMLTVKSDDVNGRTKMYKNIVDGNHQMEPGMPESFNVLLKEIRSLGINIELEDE
# PKA kinase inh – inhibitors of human PKA kinase activity, primary screen, biochemical, ATP-depletion luminescence, Kemptide substrate. cAMP-dependent protein kinase catalytic subunit alpha (Homo sapiens), P17612. actives 0.1% (n = 65,000). AID 524, 2006. PKA Kemptide phosphorylation, Kinase-Glo ATP luminescence. inhibition, % at 6 µM;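 active = inhibition above the screen-wide mean inhibition plus 3 SD, cut at about 21% in these data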; note: many of its hits are not listed in these tables
# JNK3 blocker – JNK3 kinase activity inhibitors, primary screen, biochemical, human, purified enzyme; Mitogen-activated protein kinase 10 (Homo sapiens), P53779; HTS; inhibition, % at 8 µM; actives 0.61% (n = 60,000); AID 746, 2007; in the data active = inhibition above about 17%;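 note: 0% = DMSO and 100% = reference inhibitor; many of its hits are not listed in these tables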
# ROCK2 inh – inhibitors of human ROCK2 kinase, primary screen, biochemical, high-throughput, luminescence. Rho-associated protein kinase 2 (Homo sapiens), O75116. purified ROCK2, Kinase-Glo ATP depletion luminescence. inhibition, % at 6 µM. actives 0.35% (n = 60,000);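 active = inhibition above the screen-wide mean inhibition plus 3 SD, cut at about 18% in these data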;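 note: plate controls were DMSO wells for no effect and Y-27632 control wells after no-enzyme background subtraction for full effect; many of its hits are not listed in these tables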
# RORa activator – activators of orphan receptor RORA, primary screen, cell-based, luminescence; CHO-K1 Gal4-RORA LBD luciferase reporter; percent increase over mock-subtracted basal signal; activation, % at 10 µM; actives 1.5% (n = 65,000); Nuclear receptor ROR-alpha (Homo sapiens), P35398;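 active = activation above the mean of all tested compounds plus 3 SD, cut at about 49% in these data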;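 note: 0% = DMSO-treated RORA cells and 100% = added signal equal to DMSO minus mock-transfected cells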
# * = called active by the depositor; x = not tested or not shown. These rows are one share of the data, so the mix of outcomes need not match the whole.
SMILES,CatB block,AP complement,CatB mixtures,CatS block,E coli RNAP,PKA kinase inh,JNK3 blocker,ROCK2 inh,RORa activator
Cc1ccc(-n2c(=O)[nH]cc(C(=O)N3CCc4ccccc43)c2=O)cc1,7.5,14.1,-1.5,-8.4,0.4,-6.8,-4.8,-1.4,-15.5
COc1ccc(C2c3c(oc4ccc(C)cc4c3=O)C(=O)N2c2cc(C)ccn2)cc1OC (stereo not given),1.6,3.3,2.2,-7.1,3.1,6.3,3.2,3.7,-10.9
CCc1nnc(NC(=O)C2CCN(c3cnccn3)CC2)s1,-2.1,13.0,3.4,-9.5,7.6,12.3,0.6,14.4,3.2
CCc1ccc(NC(=O)CSc2nnc(CNC(=O)c3c(F)cccc3Cl)o2)cc1,-2.5,15.6,0.2,12.9,4.2,-8.3,x,x,12.0
Cc1cc(SCC(=O)NC(=O)NCc2ccco2)nc2ccccc12,2.1,10.3,-7.5,-11.3,2.4,2.6,-5.2,1.3,-6.0
CCCCNC(=O)C1C2C=CC3(CN(Cc4ccc(C)cc4)C(=O)C13)O2 (stereo not given),6.9,-2.0,0.8,15.9,9.9,-3.4,x,x,9.7
C=C(C)CSc1nnc([C@H](CCSC)NC(=O)OC(C)(C)C)o1,4.6,6.5,3.7,-0.2,11.2,6.4,-1.5,5.0,-15.8
CCOC(=O)Cn1c(=O)oc2cc(S(=O)(=O)Nc3cc(OCC)ccc3OCC)ccc21,2.6,10.1,0.8,12.6,3.1,5.0,-3.6,8.3,-18.4
C=CCc1cccc(/C=N/c2ncccc2O)c1O,-1.9,12.1,0.0,-10.1,0.6,10.5,1.6,6.8,3.0
CCOC(=O)N1CCC(NC(=O)C2CCN(Cc3nc(-c4ccc(CC)cc4)oc3C)CC2)CC1,0.8,28.8,3.0,8.9,2.3,-1.1,-4.4,-4.4,-10.6
O=S(=O)(c1cccs1)N1CN(Cc2cccs2)c2nc3ccccc3nc21,1.7,5.5,3.4,-0.6,4.7,6.4,4.2,2.3,-9.0
CCCCCn1c(CNC(=O)CCC)nc2ccccc21,3.2,6.3,0.4,6.9,7.1,8.2,-7.6,1.7,-5.7
COc1ccc(NC(=O)CCc2ccccc2)cc1NC(=O)c1ccco1,-2.0,-1.8,8.8,15.4,8.9,7.6,3.5,8.2,3.8
Cc1cc(N2CCN(c3cccc(C(F)(F)F)c3)CC2)n2nc(C)nc2n1,-6.3,12.5,2.4,7.5,7.2,1.7,1.0,1.7,-18.1
Cc1nc2sc(C(c3cccc(F)c3)N3CCC(O)CC3)c(O)n2n1 (stereo not given),0.4,7.5,0.2,8.2,-1.0,1.1,-5.7,0.5,5.5
O=C(Nc1ccc(S(=O)(=O)N2CCN(Cc3ccccc3)CC2)cc1)c1cnccn1,0.2,-4.9,3.8,5.3,4.3,-9.1,-4.1,3.3,-41.2
O=C(CS(=O)(=O)c1ccccc1)c1ccc2c(c1)OCCO2,0.2,8.6,7.5,0.2,3.3,-2.6,-11.3,-4.2,34.9
CC1(C)CC(=O)c2cc(C(=O)N3CCCCC3)c(=O)n(-c3ccc(Cl)cc3)c2C1,3.9,4.4,-1.0,-7.6,-6.9,3.1,-1.2,-1.6,4.0
CC(NC(=O)Nc1nnc(C(F)(F)F)s1)(C(F)(F)F)C(F)(F)F,-1.9,x,x,x,x,4.2,1.4,8.8,-94.5
CN(Cc1ccccc1)c1oc(COc2ccccc2F)nc1C#N,-2.0,4.6,-2.3,2.6,0.5,3.0,3.1,1.7,21.7
CCCCN(C)C(=O)c1ccc2c(c1)N(CC)C(=O)c1ccccc1S2(=O)=O,1.4,1.7,-0.8,7.5,9.1,10.3,-2.8,-4.8,-0.5
O=c1c2c3c(sc2nc2n1CCCCC2)CCCCC3,2.9,-6.1,-1.5,12.0,8.3,11.1,1.7,5.4,55.3*
Cc1ccsc1C(=O)Nc1nnc(-c2ccco2)o1,3.4,14.0,2.9,-2.7,5.6,8.1,8.2,4.2,6.0
CCCCN1C[C@H](O)[C@@H](O)[C@H](O)[C@H]1CO,-2.9,6.8,-3.9,1.1,3.0,-9.1,-5.1,-1.1,-9.7
CCCC(=O)NC(C)c1nc2ccccc2n1C (stereo not given),-0.5,16.2,-0.5,-5.5,-9.5,8.9,3.1,3.1,-12.8
CCN(CC)CCNC(=O)c1ccccc1N,-4.0,x,x,x,x,6.9,-1.1,11.2,-6.7
CC(=O)c1cccc(NC(=O)NCc2cccnc2)c1,7.5,12.0,0.7,-5.7,7.6,12.1,5.4,4.1,-5.3
CCCCCCc1nc2ccccc2c(=O)n1N,2.3,0.7,3.5,8.9,9.6,1.0,3.3,0.9,10.1
Cc1nc(CNS(=O)(=O)c2ccc3c(c2)CCCC3)cs1,0.4,-1.8,-2.9,6.4,6.9,3.6,0.2,0.1,-6.8
CCOc1ccc(C(=O)N2CCN(C(=O)c3ccco3)CC2)cc1OCC,-1.9,10.7,4.1,-0.9,0.5,3.9,3.4,-1.6,-8.1

# An excerpt from the list above, as a working copy:
SMILES,CatB block,AP complement,CatB mixtures,CatS block,E coli RNAP,PKA kinase inh,JNK3 blocker,ROCK2 inh,RORa activator
CCCCN(C)C(=O)c1ccc2c(c1)N(CC)C(=O)c1ccccc1S2(=O)=O,1.4,1.7,-0.8,7.5,9.1,10.3,-2.8,-4.8,-0.5
O=c1c2c3c(sc2nc2n1CCCCC2)CCCCC3,2.9,-6.1,-1.5,12.0,8.3,11.1,1.7,5.4,55.3*
Cc1ccsc1C(=O)Nc1nnc(-c2ccco2)o1,3.4,14.0,2.9,-2.7,5.6,8.1,8.2,4.2,6.0

# Later entries.
SMILES,CatB block,AP complement,CatB mixtures,CatS block,E coli RNAP,PKA kinase inh,JNK3 blocker,ROCK2 inh,RORa activator
CCOC(=O)c1[nH]c(C)c(C(=O)OCc2c(C)noc2C)c1C,-0.6,8.8,4.8,9.7,9.2,2.1,-1.0,1.7,2.8
O=C(NCCc1ccc2c(c1)OCCO2)c1cc2ccccc2o1,9.8,-12.3,5.0,3.9,1.3,3.4,-5.0,4.8,-8.8
FC(F)(F)c1ccc(Sc2nnc(-c3cccs3)n2CC2CCCO2)nc1 (stereo not given),-8.5,5.0,5.7,2.3,6.4,5.7,5.4,3.5,-10.1
CCc1n[nH]c2c1C(=O)CC(C)(C)C2,4.6,-10.2,1.5,5.5,-16.9,-7.2,1.7,2.9,16.3
Cn1c(=O)[nH]c(=O)c2c1nc(SCC(=O)O)n2CCc1ccccc1,-1.1,9.9,4.4,9.9,7.0,-13.0,0.2,3.3,-22.3
CN(C)CC(O)COc1cccc(OCC(O)CN(C)C)c1 (stereo not given),6.5,4.8,-0.7,-4.0,7.3,1.1,-1.5,-0.2,-7.3
CCCOc1ccccc1C1CC(=O)Nc2cc3c(cc21)OCCO3 (stereo not given),2.8,11.9,2.7,-3.7,6.6,3.5,-1.6,-6.2,-59.9
O=C(NC1CCCCC1)n1c(=O)oc2ccc(Cl)cc21,1.7,8.8,-7.7,2.1,11.2,-0.3,-5.0,-0.6,13.8
CCOC(=O)c1[nH]c2ccccc2c1NC(=O)C1CCCC1,1.0,9.2,1.0,-6.9,0.6,2.1,1.1,-3.3,-20.6
Cn1cc(C(=O)NC2CCCCCCC2)c(=O)c2cc(S(=O)(=O)N3CCCC3)ccc21,4.1,1.9,4.5,11.2,11.4,-5.2,-1.9,-7.3,13.2
Cc1ccc(C(=O)Cn2c(C)cc(C)c(C#N)c2=O)cc1,0.8,27.0,-7.2,3.7,7.3,-3.0,-8.6,-7.3,2.9
O=S(=O)(Nc1ccc(S(=O)(=O)N2CCCCC2)cc1)c1cccs1,2.8,-4.9,-11.9,-5.4,10.4,4.5,3.2,10.8,2.2
CC1CCCC(NC(=O)COC(=O)c2ccc(S(=O)(=O)N3CCOCC3)cc2)C1C (stereo not given),-4.0,-1.0,4.3,0.8,9.3,-1.0,2.1,0.2,-17.2
CCc1nnc(SCc2cn3c(C)cc(C)nc3n2)n1N,1.4,18.8,0.3,-7.1,3.1,0.7,-6.6,5.1,-18.8
O=C(O)CSc1nnc(Cn2c(=O)sc3ccccc32)n1-c1cccc(Cl)c1,-3.7,13.4,8.7,-2.6,2.4,3.0,5.5,0.8,-15.5
Cc1ccc(OCc2nnc(SCC(=O)Nc3sc(C)c(C)c3C#N)n2C)cc1,-1.9,2.7,1.4,11.3,11.5,11.6,-0.2,5.5,9.6
Cc1cc2c(=O)n(Cc3ccco3)c(SCC(=O)NCc3ccco3)nc2s1,-1.4,9.8,4.4,-6.7,0.7,-4.3,3.4,-2.4,1.3
CCOC(=O)c1cnc(-n2nc(C)cc2C)nc1N1CC(C)OC(C)C1 (stereo not given),10.4,-3.9,4.4,13.3,7.1,7.7,4.7,5.2,6.2
CCOC(=O)CNC(=O)CSc1nc2nc(C)c(Br)cc2[nH]1,2.3,-16.3,2.1,13.6,11.7,1.9,-0.7,2.3,9.9
Cc1cc(C(=O)N2CCN(C/C=C/c3ccccc3)CC2)no1,-1.9,16.1,-4.3,6.4,-4.2,6.8,-1.7,-0.5,-22.8
CN(Cc1ccco1)C(=O)C(Cc1ccccc1)NS(=O)(=O)c1ccc2c(c1)CCC(=O)N2 (stereo not given),2.1,3.1,-4.8,5.7,7.4,0.6,7.4,1.1,0.0
CC1(C)S[C@@H]2[C@H](NC(=O)C(C(=O)O)c3ccccc3)C(=O)N2[C@H]1C(=O)O (stereo not given in full),0.5,1.4,4.2,11.5,9.2,-11.3,0.9,-4.7,-9.0
CCCOC(=O)c1ccc(NC(=O)c2cnccn2)cc1,-5.5,12.7,6.7,-4.8,1.9,8.7,-0.9,7.3,25.7
COc1ccc(OC)c(CCNC(=O)Cn2sc3nc(C)cc(C)c3c2=O)c1,-1.4,10.1,4.6,5.4,10.1,0.6,2.2,4.6,-4.2
CCCC(=O)N1CCN(c2ccc(NC(=O)c3cc4ccccc4o3)cc2Cl)CC1,2.9,13.3,6.9,-0.2,4.2,7.6,-1.7,11.2,-29.7
COc1ccc(CCNC(=O)c2oc3ccc(S(=O)(=O)N4CCOCC4)cc3c2C)cc1OC,5.9,10.2,1.9,0.6,4.8,7.4,x,x,11.2
CCCn1nnnc1SCC(=O)c1ccc(NC(C)=O)cc1,1.1,12.1,-2.2,-1.4,6.2,11.4,-1.6,4.7,-15.5
CN(C)C(CNC(=O)c1cccnc1Sc1ccccc1)c1ccco1 (stereo not given),2.4,1.0,1.8,-1.4,4.4,-1.4,3.6,0.1,-20.6
CCOC(=O)c1cc(C(=O)OCC)c2cc(Br)ccc2n1,1.1,4.3,-1.8,-6.7,0.2,-4.2,-4.7,-2.8,-9.0
Cn1cccc1Cc1nnc(SCC(=O)NCc2ccc3c(c2)OCO3)n1CCc1ccccc1,0.5,13.5,5.3,-3.6,-0.6,-2.6,-1.1,-0.3,-31.2
Cc1ccc(S(=O)(=O)N2CCN(C(=O)c3ccc(OCc4c(C)noc4C)cc3)CC2)cc1,0.2,-7.8,-1.7,6.2,8.0,8.6,1.9,4.2,9.3
Cc1ccccc1-c1nc(CN2CCCC(C(=O)NCc3cccnc3)C2)c(C)o1 (stereo not given),6.6,3.3,2.6,5.5,8.8,8.1,-1.2,6.5,-10.7
